B2AR arrestin: recruits beta-arrestin to the human beta2-adrenergic receptor | P07550 | beta-arrestin recruitment to beta2AR, cell-based reporter | Potency, µM (top dose mostly 46.1 µM), for the others: at the top dose activation, usual class: activators | 330,000 tested, 0.02% active;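 further: potency means the concentration at half of the fitted maximal effect; 0% = DMSO controls and full agonism = EC100 isoproterenol or metaproterenol; nearly all actives have a fitted effect of over 65% in size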
Target sequence (P07550 whole entry, looked up): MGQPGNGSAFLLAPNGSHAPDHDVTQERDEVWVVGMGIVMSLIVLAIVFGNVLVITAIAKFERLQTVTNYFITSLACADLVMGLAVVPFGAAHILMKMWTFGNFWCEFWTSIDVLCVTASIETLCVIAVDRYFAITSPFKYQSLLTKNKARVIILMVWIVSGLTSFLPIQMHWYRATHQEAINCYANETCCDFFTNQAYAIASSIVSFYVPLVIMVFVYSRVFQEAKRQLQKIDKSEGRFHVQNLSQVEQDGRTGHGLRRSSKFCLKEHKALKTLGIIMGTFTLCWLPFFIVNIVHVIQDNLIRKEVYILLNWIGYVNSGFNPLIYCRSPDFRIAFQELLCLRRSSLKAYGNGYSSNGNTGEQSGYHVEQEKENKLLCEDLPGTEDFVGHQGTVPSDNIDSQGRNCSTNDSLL
GALK inh: blocks human galactokinase activity; P51570; Purified GALK, Kinase-Glo residual ATP luminescence; Potency, µM (doses to about 57.5 µM), for inactives: at the highest dose activity change, negative = inhibition, most hits filed as inhibitors; 270,000 tested, 0.007% active; AID 1868; further: potency means the concentration at half of the fitted maximal effect
Target sequence (P51570 whole entry, looked up): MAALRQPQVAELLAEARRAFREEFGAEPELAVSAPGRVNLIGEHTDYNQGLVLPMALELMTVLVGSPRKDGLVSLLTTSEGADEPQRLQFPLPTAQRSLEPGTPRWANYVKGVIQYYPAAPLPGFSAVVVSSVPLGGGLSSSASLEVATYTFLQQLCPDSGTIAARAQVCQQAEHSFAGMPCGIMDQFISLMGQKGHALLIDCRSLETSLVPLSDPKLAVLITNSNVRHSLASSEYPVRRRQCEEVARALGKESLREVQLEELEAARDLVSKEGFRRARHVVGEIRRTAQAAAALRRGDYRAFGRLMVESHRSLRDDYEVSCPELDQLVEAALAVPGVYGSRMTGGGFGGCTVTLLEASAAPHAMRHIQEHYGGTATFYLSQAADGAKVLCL
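5 nM enzyme, 35 uM ATP, 100 uM galactose, 20 mM HEPES pH8.0, 5 mM MgCl2; 1 h RT; residual ATP by Kinase-Glo Plus luminescence, qHTS format.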
KCNH2 3.1 inh: KCNH2 3.1 (human) potassium channel inhibition. AID 720553. 340,000 tested, 0.95% active. activity change, % (tested at about 1.8 µM). U2OS KCNH2 3.1, thallium flux FluxOr; stronger effect = lower value;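 active means maximum activity change below -70%; inconclusive means maximum activity change from -70% to -50%; inactive means maximum activity change above -50%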;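 further: thallium influx rate constant from kinetic fluorescence after stimulation buffer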
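Virally transduced U2OS (3.1 isoform, 4 h infection in dark at RT) → overnight 37 C → FluxOr + Red40 in HBSS/HEPES, 45 min → stimulation buffer, 2 min kinetic read → rate constant vs DMSO controls.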
Chronic BCR inh: inhibitors of chronic active B-cell receptor signaling; ABC-DLBCL IkBa-CBG/CBR reporter, luminescence ratio, 4 h; Potency, µM (highest dose often 46.1 µM), for the others: at the highest dose ratio change, negative = lower green/red ratio, hits mostly inhibitors; 340,000 tested, 0.05% active; AID 493014; active means well fitted inhibition curve with a large enough effect in the signal ratio, with a control signal flat, not every such curve was filed as active; inconclusive means small, poorly fitted or top-dose-only effect, or effect the other way, or a change in a side signal; the % refers to the signal ratio;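 further: potency means the concentration at half of the fitted maximal effect; plate controls were basal doxycycline-induced cells for no effect and cells given 10 µM MG132 for full effect; MG132 reads +100%, hits lower the ratio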
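Compounds up to 46 uM were incubated four hours with TMD8 cells whose green CBG68 luciferase is fused to IkappaBalpha; red CBR luminescence normalised the signal, and concentration-effect curves were fitted to fusion, red and ratio data.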
KCNH2 WT inh: KCNH2 (human, wildtype) channel inhibition; 340,000 tested, 0.37% active; AID 720551; Q12809; activity change, % at 1.84 µM; U2OS, BacMam KCNH2, thallium flux FluxOr; stronger effect = lower value;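 active means maximum activity change below -70%; inconclusive means maximum activity change between -70% and -50%; inactive means maximum activity change above -50%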
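U2OS cells transduced with wild-type KCNH2 virus are loaded with FluxOr dye for 45 min, and thallium flux is measured in kinetic reads before and after stimulation buffer. Rate constants are normalized to DMSO controls.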
Giardia killer: kills Giardia lamblia. Giardia lamblia trophozoite viability. activity change, % at 7.66 µM, hits read low. 340,000 tested, 0.15% active. AID 540267; in the data active means activity change below about -80%; inconclusive means between about -30% and that limit;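 further: parasites exposed to compound for two days anaerobically before the ATP read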
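Viability, read as ATP luminescence: trophozoites at 100 cells/well, compound added, 48 hrs anaerobic at 37 deg C, then 15-30 min room-temperature development before reading.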
uPA generation: blocks generation of uPA at the cell surface; cell surface uPA generation assay, qHTS; Potency, µM (top dose mostly 38.3 µM), inactives show top-dose activity change, negative = inhibition, usual class: inhibitors; 330,000 tested, 0.31% active; active means well fitted inhibition curve with a large enough effect; inconclusive means small, poorly fitted or top-dose-only effect; inactive means no such curve, though single readings can be large or run the other way; tested in mouse RAW 264.7 cells; further: potency means the concentration at half of the fitted maximal effect; nearly all actives have a fitted effect of over 55% in size
FBPA coupling cs: coupling enzyme interference in Giardia aldolase counter-screen; 290,000 tested, 0.67% active; coupling enzyme system counterscreen, AmpLite Red fluorescence; activity change, negative = inhibition, % at 58.2 µM, hits read low; AID 2472; in the data active means activity change below about -30%
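Counterscreen lacking aldolase: glyceraldehyde-3-phosphate coupling-enzyme reagent preincubated 10 min at RT with compound (at 57.5 uM final), then substrate/coupling system with AmpLite Red added; fluorescence read at 525/598 nm after 20 min RT.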
USP2a block: blocks human ubiquitin-specific protease USP2a; USP2 core, Ub-CHOP2 coupled fluorogenic reporter, 485/531; Potency, µM (doses to about 38.3 µM), without a hit: at the top dose activity change, negative = inhibition, usual class: inhibitors; 330,000 tested, 0.01% active; O75604;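 further: potency means the concentration at half of the fitted maximal effect; plate controls were DMSO wells for no effect and full inhibition by NEM control for full effect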
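Cell-free coupled assay: 10nM USP2 core preincubated 30min RT with compound in Tris-HCl pH 8.0/CaCl2/CHAPS buffer, then 25nM Ub-CHOP2 and 25nM reporter substrate; fluorescence (Ex 485/Em 531) read after 60min RT, normalized to NEM inhibition, concentration-response curves fitted.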
Eya2 phos inh: Eya2 (human) phosphatase inhibition; AID 488837; recombinant Eya2, OMFP fluorescence dephosphorylation (OMFP is methylfluorescein phosphate); Potency, µM (titrated, usually from 76.9 µM), without a hit: at the top dose activity, negative = inhibition, most hits filed as inhibitors; 330,000 tested, 0.006% active; O00167; further: potency means the concentration at half of the fitted maximal effect
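Eya2 (0.2 uM) preincubated 10 min at ambient with compound, then OMFP substrate added at 50 uM; 10 min reaction in 50 mM HEPES pH 7.5, 50 mM NaCl, 5 uM MgCl2, 0.05% BSA, 1 mM DTT. Fluorescence read at Ex 485/Em 525 nm.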
PKM2 act: PKM2 (human) enzyme activation; P14618; purified PKM2, Kinase-Glo ATP luminescence, activation; response scale: 0% is enzyme alone, no compound; Potency, µM (titrated, usually from 57.5 µM), inactives show at the highest dose activation, hits mostly activators; 260,000 tested, 0.34% active; AID 1631; further: potency means the concentration at half of the fitted maximal effect; nearly all actives have a fitted effect of over 55% in size
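Purified hPK-M2 (>95% pure) converted ADP (0.1 mM final) to ATP with 0.5 mM PEP in 50 mM imidazole pH7.2, KCl, MgCl2, Tween 20, BSA; 1 h at room temperature. ATP detected by Kinase-Glo luminescence.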
Starred values were filed as active, the others as inactive; i = inactive; ? = inconclusive; . = not tested or not shown; [ ] = remark or other dose. Unless noted, the call rests on the fitted dose curve; in most records, active means well fitted curve in the direction sought with a large enough effect; inconclusive means small, poorly fitted or top-dose-only effect, or another doubt; inactive means no such curve, though single readings can be large; an effect the other way counts as inactive or inconclusive. Unless noted, on the % scale 0 is the no-effect control and ±100 the full control effect.

SMILES | B2AR arrestin | GALK inh | KCNH2 3.1 inh | Chronic BCR inh | KCNH2 WT inh | Giardia killer | uPA generation | FBPA coupling cs | USP2a block | Eya2 phos inh | PKM2 act
COC(=O)C1=C(C)NC(=O)NC1c1ccc(-c2ccc(Cl)cc2)o1 (configuration not stated) | 0.4% | 5% | 16 | -7% | -3 | -14 | -11% | 9 | 1% | -14% | -7%
C=CCn1c(SCC(=O)Nc2c(C)n(C)n(-c3ccccc3)c2=O)nnc1-c1cccnc1 | -0.7% | . | 2 | 0% | -4 | -11 | 4% | . | 3% | 0% | .
Cc1ccc(C(=O)N2CC3(C(C)C)CN(C(=O)c4ccc(C)cc4)CC(C(C)C)(C2)C3=O)cc1 | -0.4% | -3% | -1 | 11% | 5 | 5 | 5% | 2 | 2% | -26% | -3%
N/C(COc1ccc(F)cc1)=N\NC(=O)c1cccnc1Oc1ccccc1 | -0.7% | 3% | 14 | -2% | -13 | -18 | -1% | 6 | 5% | -27% | -5%
O=C1CCC(C(=O)Nc2cccc3ccccc23)N1 (configuration not stated) | 0.2% | 0% | -5 | 0% | -7 | -17 | 1% | -1 | 1% | -13% | 0%
O=C1CCCC(O)=C1N=Nc1c(Cl)cc(Cl)cc1Cl | 0.0% | 0% | 7 | ? | -25 | -1 | 3% | 0 | 7% | -3% | -7%
CCCCNS(=O)(=O)c1ccc(NC(=O)c2c(-c3ccccc3Cl)noc2C)cc1 | 0.0% | 1% | -12 | ? | 39 | -6 | 12% | -1 | 0% | -3% | -5%
O=C(NN1C(=O)NC2(CCCCC2)C1=O)c1ccc(Cl)c(Cl)c1 | -0.3% | . | 4 | 10% | 3 | -3 | 17% | . | -1% | -11% | .
O=C(NCc1cccc(Cl)c1)C1CCC(=O)N(CC2CCCCC2)C1 (configuration not stated) | 0.1% | -3% | -18 | 6% | 13 | 1 | 8% | . | 0% | -2% | 5%
COc1ccc(C(=O)N2CCNC(=O)C2CC(=O)Nc2cccc(Cl)c2Cl)cc1 (configuration not stated) | -0.7% | -9% | -4 | -7% | 3 | 2 | -6% | -2 | 0% | -15% | 0%
O=C(COC(=O)C1CC1)Nc1ncc(Cl)cc1Cl | 0.1% | . | -28 | 18% | -2 | -1 | 3% | . | 4% | -1% | .
Cn1c(=O)[nH]c(=O)c2c1nc(Br)n2CCCCSc1nc2ccccc2o1 | 0.5% | 2% | -1 | 0% | 12 | 6 | . | 0 | -2% | 8% | 1%
O=C(Nc1ccccc1C(=O)NCc1ccc(Cl)cc1)c1ccco1 | -0.3% | -1% | -8 | 1% | -2 | 20 | -1% | 0 | -1% | 12% | -11%
COc1ccc(OC)c(NC(=O)C(=O)NNC(=O)COc2ccc(Br)cc2C)c1 | -0.1% | 3% | 2 | ? | ? | -25 | 10% | 4 | 0% | -8% | -4%
COc1ccc(OC)c(C2CC(c3ccc(NS(C)(=O)=O)cc3)=NN2C(=O)c2ccccc2)c1 (configuration not stated) | 0.4% | -1% | 6 | ? | 1 | -22 | -24% | 0 | 5% | -7% | 4%
O/N=C(\COc1ccccc1O)c1ccccc1 | -1.1% | 3% | 12 | 7% | 5 | 16 | 2% | 0 | 4% | -7% | 7%
CNC(=O)c1ncnnc1N(C)C(=O)NCc1ccccc1 | -1.0% | -1% | 8 | -12% | -8 | -4 | 4% | -1 | -1% | 8% | -7%
C=CCn1c(O)c(N=NC(=O)CNC(=O)/C=C/c2ccco2)c2ccccc21 | 0.1% | 1% | -1 | 3% | 1 | 7 | -5% | -2 | 0% | 3% | -8%
COc1ccc(OC)c(NC(=O)CS(=O)(=O)c2cn(CC(=O)N3CCOCC3)c3ccccc23)c1 | -0.8% | -4% | . | 8% | -1 | -25 | 2% | . | -2% | 5% | 3%
CCc1ccccc1NC(=O)Nc1ccc2c(c1)OCO2 | -0.2% | 5% | -6 | -13% | -4 | -9 | -14% | 0 | 2% | 9% | -9%
O=C(Nc1cccc(Cl)c1)c1cc(N=Nc2ccc([N+](=O)[O-])cc2Cl)ccc1O | -0.5% | . | -4 | ? | -5 | -24 | 14% | 3 | 1% | -8% | -39%
COc1ccc(-c2c([C@H]3[C@H]4C=CC[C@@H](C)[C@@H]4C(=O)N3Cc3ccccc3)ccc3ccccc23)cc1 | -0.5% | -3% | . | 11% | . | -16 | ? | 0 | 7% | 5% | -6%
CCCC(C)NC(=O)COC(=O)c1ccc(Cl)c(S(N)(=O)=O)c1 (configuration not stated) | 0.0% | -2% | -7 | -14% | 9 | 3 | 2% | -1 | 4% | 7% | 7%
Cc1cc(C)n2nc(SCC(=O)c3cc(C)n(CC4CCCO4)c3C)nc2n1 (configuration not stated) | 0.3% | 3% | -15 | -1% | 19 | -14 | -10% | -2 | 4% | 16% | 0%
O=C1NC2(CCCCC2)C(=O)N1c1cccc(Cl)c1 | -0.1% | . | 4 | 5% | -50 | -29 | 3% | 3 | 0% | -9% | .

Molecules from the list above that have bromine:
SMILES | B2AR arrestin | GALK inh | KCNH2 3.1 inh | Chronic BCR inh | KCNH2 WT inh | Giardia killer | uPA generation | FBPA coupling cs | USP2a block | Eya2 phos inh | PKM2 act
Cn1c(=O)[nH]c(=O)c2c1nc(Br)n2CCCCSc1nc2ccccc2o1 | 0.5% | 2% | -1 | 0% | 12 | 6 | . | 0 | -2% | 8% | 1%
COc1ccc(OC)c(NC(=O)C(=O)NNC(=O)COc2ccc(Br)cc2C)c1 | -0.1% | 3% | 2 | ? | ? | -25 | 10% | 4 | 0% | -8% | -4%

Returning to the listing, starting 3 compounds before the break.
SMILES | B2AR arrestin | GALK inh | KCNH2 3.1 inh | Chronic BCR inh | KCNH2 WT inh | Giardia killer | uPA generation | FBPA coupling cs | USP2a block | Eya2 phos inh | PKM2 act
CCCC(C)NC(=O)COC(=O)c1ccc(Cl)c(S(N)(=O)=O)c1 (configuration not stated) | 0.0% | -2% | -7 | -14% | 9 | 3 | 2% | -1 | 4% | 7% | 7%
Cc1cc(C)n2nc(SCC(=O)c3cc(C)n(CC4CCCO4)c3C)nc2n1 (configuration not stated) | 0.3% | 3% | -15 | -1% | 19 | -14 | -10% | -2 | 4% | 16% | 0%
O=C1NC2(CCCCC2)C(=O)N1c1cccc(Cl)c1 | -0.1% | . | 4 | 5% | -50 | -29 | 3% | 3 | 0% | -9% | .
COc1ccc(OCCCn2ccnc2)cc1 | 0.2% | 2% | -1 | 8% | -5 | -4 | 6% | 1 | 0% | 9% | .
CCn1c(CNC(=O)c2ccc3c(c2)OCO3)nnc1SCC(=O)Nc1ccccc1F | 2.2% | -3% | -28 | 0% | -26 | -9 | -1% | -2 | 3% | 0% | -1%
C/C(Cc1ccccc1)=N\NC(=O)CNC(=O)Cc1ccc(Cl)cc1 | 0.3% | 15% | -2 | -5% | -8 | 10 | 3% | 2 | 1% | 0% | -1%
COc1ccc(CNC(=O)CN2c3ccccc3S(=O)(=O)c3ccccc32)cc1 | 0.3% | 1% | -12 | 1% | 1 | -5 | -9% | 0 | 2% | -7% | .
CCc1cc2ccc(OC)cc2nc1SCC(=O)NNC(=O)c1ccco1 | -0.9% | -2% | -9 | -8% | i | -8 | 1% | 5 | 0% | 3% | -6%
COc1ccc(N2CCN(CC(=O)N3N=CCC3c3ccccc3)CC2)cc1 (configuration not stated) | -0.8% | 0% | -7 | -2% | 2 | -18 | 5% | 1 | 0% | 9% | -3%
O=C(NNc1cc(Cl)ccc1Cl)c1c(F)cccc1Cl | 0.4% | -2% | -2 | 0% | -1 | -22 | 4% | -7 | 1% | 7% | -2%
CCCCCCCN1C(Nc2ccccc2)=NC[C@@H]1C | 0.2% | . | ? | -18% | -11 | 14 | ? | . | 1% | -8% | .
CC(=O)Nc1ccc(SCCC2CCCCN2C)cc1 (configuration not stated) | -0.1% | -1% | 18 | -3% | 5 | 10 | 5% | 0 | -1% | 3% | .
CCCCC(=O)NC(c1ccccc1Cl)c1c(O)ccc2ccccc12 (configuration not stated) | -0.2% | 0% | -26 | 9% | -3 | 3 | -7% | 1 | -1% | -12% | -1%
C/C(=N\Nc1nc(C(C)(C)C)cs1)c1ccc(O)cc1 | -0.3% | 0% | 11 | ? | 2 | 48[activator] | -9% | 0 | 2% | 9% | 0%[11.5 µM]
O=C(NC1CCCC1)C1CCCN(S(=O)(=O)c2cccc3cccnc23)C1 (configuration not stated) | -0.1% | 0% | 9 | -9% | -10 | -9 | 1% | 1 | 1% | 23% | -5%
O=C(NCCc1ccc(Cl)cc1Cl)c1cccnc1 | 0.2% | 5% | -4 | ? | 5 | 3 | 1% | . | -1% | -2% | -8%

Screening results (PubChem BioAssay)
